Jurkat NFkB inh = lowers PMA/ionomycin-induced NF-kB signal in Jurkat cells | PMA/ionomycin-induced NF-kB luciferase reporter, luminescence | inhibition, % at 4 µM | 330,000 compounds, 0.53% hits; in the data active = inhibition above about 50%
UBC13 polyUb = inhibitors of human UBC13 polyubiquitin chain formation | P61088 | TR-FRET | inhibition, % at 20 µM | 330,000 compounds, 0.47% hits | AID 485273; in the data active = inhibition above about 45%, passing the limit was not always enough
Target sequence (P61088 whole entry, looked up): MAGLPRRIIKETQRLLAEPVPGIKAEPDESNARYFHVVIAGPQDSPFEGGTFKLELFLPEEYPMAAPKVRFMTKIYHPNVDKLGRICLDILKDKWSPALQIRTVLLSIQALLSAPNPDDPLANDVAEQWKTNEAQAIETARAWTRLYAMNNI
CCR6 antag = CCR6 (human) receptor antagonism | P51684 | CHO-K1 CCR6 PathHunter beta-arrestin, luminescence, CCL20-stimulated | inhibition, % at 20 µM | 340,000 compounds, 0.49% hits;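 active = compounds whose inhibition of the agonist-driven luminescence signal at 20 µM reaches about 50%, limit read from the data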;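 note: cells stimulated with CCL20 at 14 nM final; plate controls were DMSO with CCL20 for no effect and DMSO without agonist for full effect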
EBI2 block = EBI2 (human) antagonism | P32249 | EBI2 beta-arrestin recruitment, luminescence, 7a,25-OHC stimulated | inhibition, % at 5 µM | 360,000 compounds, 0.81% hits | AID 651636; in the data active = inhibition above about 38%;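 note: enzyme fragment complementation signal reports receptor beta-arrestin coupling in cells; 0% = agonist plus DMSO wells and 100% = wells without agonist; some results beyond the cut were filed as inactive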
697 NFkB inh = lowers PMA/ionomycin-induced NF-kB signal in 697 B cells | AID 435022 | 697 B-cell NF-kB luciferase reporter, 16 h | 330,000 compounds, 0.33% hits | inhibition, % at 4 µM; in the data active = inhibition above about 35%
Gli-Sufu block = Gli-Sufu pathway antagonism | Sufu-KO-LIGHT fibroblasts, Gli luciferase reporter luminescence | 340,000 compounds, 0.74% hits | inhibition, % at 5 µM;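 active = inhibition above about 55%, limit read from the data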;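 note: 0% = DMSO-treated cells and 100% = wells with medium but no cells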
APJ antagonist = blocks the human apelin receptor APJ; P35414; CHO-K1 APJ beta-arrestin complementation, luminescence; inhibition, % at 20 µM; 330,000 compounds, 0.32% hits; AID 2521;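 active = inhibition above about 40% at 20 µM, limit read from the data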;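 note: cells challenged with 10 nM apelin-13 agonist together with compound; plate controls were apelin-13 plus DMSO wells for no effect and DMSO wells lacking apelin-13 for full effect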
CXCR6 inh = blocks human CXCR6 beta-arrestin recruitment; CHO-K1 PathHunter CXCR6 beta-arrestin, luminescence; inhibition, % at 20 µM; 360,000 compounds, 0.36% hits; AID 602244; in the data active = inhibition above about 34%, passing the limit was not always enough;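 note: antagonist mode with CXCL16 agonist at 10 nM final; 0% = 10 nM CXCL16 with DMSO and 100% = unstimulated wells without agonist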
Target sequence (O00574 whole entry, looked up): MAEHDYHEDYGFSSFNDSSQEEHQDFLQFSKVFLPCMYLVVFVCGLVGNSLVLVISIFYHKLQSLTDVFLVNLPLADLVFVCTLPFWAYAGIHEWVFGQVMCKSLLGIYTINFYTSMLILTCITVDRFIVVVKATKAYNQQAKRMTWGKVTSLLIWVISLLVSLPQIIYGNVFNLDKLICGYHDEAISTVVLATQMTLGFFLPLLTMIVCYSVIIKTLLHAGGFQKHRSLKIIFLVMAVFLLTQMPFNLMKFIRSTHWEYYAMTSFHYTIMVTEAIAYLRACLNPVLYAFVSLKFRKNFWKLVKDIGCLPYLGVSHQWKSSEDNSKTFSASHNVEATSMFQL
Starred values were filed as active, the others as inactive; . = no result given.

SMILES	Jurkat NFkB inh	UBC13 polyUb	CCR6 antag	EBI2 block	697 NFkB inh	Gli-Sufu block	APJ antagonist	CXCR6 inh
CC12CN3CC(C)(CN(C1)C3c1cc3ccccc3[nH]1)C2=O (stereo not drawn)	6	8	-10	5	15	-57	-6	0
CN1CCN(c2ccc(Cl)cc2NC(=O)/C=C/c2cccc(F)c2)CC1	12	-4	7	9	5	20	4	10
CCOc1ccc(OCC)c(S(=O)(=O)NCc2cccnc2)c1	-5	-10	5	1	7	3	6	1
COc1ccc(/C=N/NC(=O)c2c(C)nc3ccc(Br)cn23)cc1OC	22	-5	1	-9	-5	-13	1	-7
COc1cccc(-n2nnnc2SCC(=O)Nc2ccc(OC)cc2OC)c1	8	1	4	3	17	-5	-9	-7
CCOc1ccc(-n2cc(C(=O)NC(C)C)c3cc(OC)c(OC)cc3c2=O)cc1	0	0	4	-5	8	2	1	-1
CC1=NN(C(N)=S)C(=O)C1N=Nc1ccc(O)cc1 (stereo not drawn)	14	-64	27	-3	-20	57*	13	6
CCc1ccccc1NNC(=O)c1snnc1C	3	2	13	-3	0	-15	-15	-6
COC(=O)CCC(=O)Nc1ccc(OC)cc1	-18	-3	-12	-7	-20	-4	-24	7
CC(C)(C)OC(=O)C[C@H]1C/C=C\C[C@H](CC(=O)N[C@H](CO)Cc2ccccc2)C(=O)N[C@@H](Cc2ccccc2)COC1=O	-14	-1	1	13	-9	-16	6	-2
COCCn1c(C)cc(C(=O)COC(=O)c2cc3c(s2)CCC3)c1C	-6	0	8	3	8	7	5	12
Cn1c(=O)c2c(nc(Br)n2CCc2ccccc2)n(C)c1=O	1	6	4	4	-2	1	14	10
O=C(COC(=O)CCC(=O)c1cccs1)NCc1ccccc1	1	1	13	5	6	-2	-1	1
CC(C)c1ccc(NC(=O)c2ccc(NS(C)(=O)=O)cc2)cc1	-20	-1	12	9	-95	12	9	0
N#Cc1cc([N+](=O)[O-])ccc1NC(=O)COC(=O)CC1CCCC1	-6	-11	2	.	9	0	-12	.
O=C(O)CN(CC(=O)O)CC(=O)O	.	.	-13	-4	.	-9	.	0
O=C(N/N=C/c1cc(Br)c(O)c([N+](=O)[O-])c1)C(O)(c1ccccc1)c1ccccc1	4	-47	33	0	21	5	33	30
Cc1ccc(C(=O)NC(Cc2ccc(C(C)(C)C)cc2)C(=O)O)cc1 (stereo not drawn)	.	.	6	-8	-1	8	.	-13
O=C(NCC1CCCO1)c1ccc2c(c1)N(Cc1ccc(F)cc1Cl)C(=O)CS2 (stereo not drawn)	-13	-2	14	3	-10	-3	12	-3
Nc1cc(-c2ccccc2)nn1S(=O)(=O)c1ccc(Br)cc1	-13	4	-2	-3	-10	1	-8	1
C/C(=N\Nc1ccccc1)c1cccs1	.	.	3	0	.	13	.	-15
COc1ccc(CN2CCN(C(=O)CC(C)C)CC2)c2ccccc12	-2	-8	9	0	-2	2	13	3
NC(=O)SCC(=O)Nc1ccc(Cl)c(Cl)c1	-5	30	7	35	-5	-8	-4	-11
CCO[C@@H]1OC(C(=O)N2CCN(C)CC2)=C[C@H](C(C)(C)C)[C@H]1CCCO	8	-5	15	.	23	4	-1	.
O=C(Cc1ccccc1)NNC(=O)Nc1cccc(Cl)c1	6	2	-12	0	-4	-2	-1	-10
CC(C)C(=O)Nc1cc2c3c(c1)CCC(=O)N3CCC2	11	0	16	2	-6	8	5	-5
CCCCC(CC)CNC(=O)CN1C(=O)NC2(CCc3ccccc32)C1=O (stereo not drawn)	0	-4	2	-2	-9	-14	-7	2
Cc1cc(C(=O)OCC(=O)NC2(C#N)CCCCC2)c(C)o1	5	2	9	-15	21	8	0	-18
Cc1cc2nc(N3CCN(C(=O)c4cccs4)CC3)sc2cc1C	-82	-2	3	12	-94	-48	6	1
O=C(NNc1c(F)c(F)cc(F)c1F)c1cc2ccccc2oc1=O	-46	-1	3	3	12	0	-21	4
COc1ccc(-c2nc3nc(C)c(Cc4ccccc4)c(=O)n3[nH]2)cc1	-21	-12	9	-1	-19	.	-5	7
Cc1cc(NS(=O)(=O)Cc2ccccc2)no1	10	3	1	0	8	0	-4	-22
COc1ccc(CNc2nc3ccccc3n2Cc2ccc(C)cc2)cc1OC	7	-3	3	3	-3	25	11	-1
O=c1oc(-c2cccs2)nc2sc3c(c12)CCCC3	4	2	-7	12	-32	-11	15	-9
COc1ccc(C(=O)NCC(=O)OCC(=O)c2ccc3c(c2)NC(=O)CO3)cc1OC	-1	0	9	6	9	4	17	2
COc1ccc(-n2c(SCC(=O)Nc3ccc(Br)cc3)nc(O)cc2=O)cc1	0	-20	6	4	26	0	14	-3
Cc1cccc(N(CC(=O)NCCC2=CCCCC2)S(C)(=O)=O)c1C	2	-3	-13	-2	11	3	3	3
Cc1ccc(-c2csc3nc(C)n(-n4cccc4)c(=O)c23)o1	9	1	-17	-3	3	10	6	-2
Cc1cccc(NC(=O)Nc2ccc(OCc3ccccc3)cc2)n1	3	-1	1	-6	9	-15	-9	1
Cc1ccc(CN2CCN(C/C=C/c3ccc(F)cc3)CC2CCO)o1 (stereo not drawn)	9	1	5	-6	9	8	1	3
CCCOC(=O)Cn1cnc2scc(-c3ccc(C)cc3)c2c1=O	5	3	21	-4	6	2	7	-6
COc1ccc(C(=O)NC(=S)Nc2ccccc2[N+](=O)[O-])cc1OC	2	2	18	-1	13	-2	-4	1
COc1cc(/C=N/NC(=O)CN(Cc2ccco2)S(=O)(=O)c2ccccc2)ccc1O	16	0	6	4	14	1	-3	0
COc1ccc(OC)c(CN2CCN(C(=O)c3cccc(S(=O)(=O)Nc4ccccc4OC)c3)CC2)c1	7	17	6	-5	-7	20	17	10
CCOc1ccc(-n2c(C)nnc2SCC(=O)N(CC)CC)cc1	17	9	-7	-10	13	1	4	3

14 compounds already listed, arranged by length of the SMILES, ascending:
SMILES	Jurkat NFkB inh	UBC13 polyUb	CCR6 antag	EBI2 block	697 NFkB inh	Gli-Sufu block	APJ antagonist	CXCR6 inh
CCc1ccccc1NNC(=O)c1snnc1C	3	2	13	-3	0	-15	-15	-6
O=C(Cc1ccccc1)NNC(=O)Nc1cccc(Cl)c1	6	2	-12	0	-4	-2	-1	-10
CC1=NN(C(N)=S)C(=O)C1N=Nc1ccc(O)cc1 (stereo not drawn)	14	-64	27	-3	-20	57*	13	6
CC(C)C(=O)Nc1cc2c3c(c1)CCC(=O)N3CCC2	11	0	16	2	-6	8	5	-5
CCOc1ccc(OCC)c(S(=O)(=O)NCc2cccnc2)c1	-5	-10	5	1	7	3	6	1
Cc1cccc(NC(=O)Nc2ccc(OCc3ccccc3)cc2)n1	3	-1	1	-6	9	-15	-9	1
Cn1c(=O)c2c(nc(Br)n2CCc2ccccc2)n(C)c1=O	1	6	4	4	-2	1	14	10
O=C(NNc1c(F)c(F)cc(F)c1F)c1cc2ccccc2oc1=O	-46	-1	3	3	12	0	-21	4
COc1cccc(-n2nnnc2SCC(=O)Nc2ccc(OC)cc2OC)c1	8	1	4	3	17	-5	-9	-7
Cc1ccc(C(=O)NC(Cc2ccc(C(C)(C)C)cc2)C(=O)O)cc1 (stereo not drawn)	.	.	6	-8	-1	8	.	-13
COc1ccc(C(=O)NC(=S)Nc2ccccc2[N+](=O)[O-])cc1OC	2	2	18	-1	13	-2	-4	1
COc1ccc(C(=O)NCC(=O)OCC(=O)c2ccc3c(c2)NC(=O)CO3)cc1OC	-1	0	9	6	9	4	17	2
CCO[C@@H]1OC(C(=O)N2CCN(C)CC2)=C[C@H](C(C)(C)C)[C@H]1CCCO	8	-5	15	.	23	4	-1	.
COc1ccc(OC)c(CN2CCN(C(=O)c3cccc(S(=O)(=O)Nc4ccccc4OC)c3)CC2)c1	7	17	6	-5	-7	20	17	10

The listing continues.
SMILES	Jurkat NFkB inh	UBC13 polyUb	CCR6 antag	EBI2 block	697 NFkB inh	Gli-Sufu block	APJ antagonist	CXCR6 inh
CC(=O)OCC(=O)[C@@]1(OC(C)=O)[C@@H](C)C[C@H]2[C@@H]3C[C@H](F)C4=CC(=O)C=C[C@]4(C)[C@@]3(F)[C@@H](O)C[C@@]21C	4	-7	7	2	-2	.	16	7
CCOC(=O)Cc1csc(NC(=O)c2c(O)c3c(n(CC(C)C)c2=O)CCCC3)n1	12	-10	5	-3	9	8	15	0
NC(=O)NC(=O)CN1C(=O)NC(c2ccccc2)(c2ccccc2)C1=O	-25	-4	2	-4	-15	0	14	6
CCN(CC(=O)Nc1ccc(NC(C)=O)cc1)C(=O)/C=C/c1cccs1	0	7	8	3	17	-6	-7	1
C=CCn1c(O)c(CN2CCCCC2)c(C)c(C#N)c1=O	-18	-6	1	-11	4	-11	-20	-8
CCS(=O)(=O)N1CCN(c2ccc(C(=O)N3CCOCC3)cc2[N+](=O)[O-])CC1	-10	-6	3	-2	5	7	8	4
NC(=O)C1CCN(C(=O)CC2(CC(=O)O)CCCC2)CC1	-4	-6	0	0	2	-4	10	-10
COc1ccc(C(=O)NNC(=O)CCC(=O)Nc2cc(C)on2)cc1	-2	7	-2	-4	0	0	15	-3
COc1cc(C(=O)NC(=S)Nc2ccccc2N2CCCC2)cc(OC)c1OC	-14	9	44	12	13	3	-6	30
